KDM5B inh = inhibitors of human KDM5B histone demethylase | KDM5B demethylase, FDH-coupled NADH fluorescence (FDH is formaldehyde dehydrogenase) | Potency, µM (top dose mostly 57.7 µM), for the others: top-dose activity change, negative = inhibition, hits mostly inhibitors | 2.6% of 220,000 active; active = well fitted inhibition curve with a large enough effect; inconclusive = small, poorly fitted or top-dose-only effect; inactive = no such curve, though single readings can be large or run the other way; note: 0% is about no effect; nearly all actives have a fitted effect of over 70% in size
Target sequence (Q9UGL1 whole entry, looked up): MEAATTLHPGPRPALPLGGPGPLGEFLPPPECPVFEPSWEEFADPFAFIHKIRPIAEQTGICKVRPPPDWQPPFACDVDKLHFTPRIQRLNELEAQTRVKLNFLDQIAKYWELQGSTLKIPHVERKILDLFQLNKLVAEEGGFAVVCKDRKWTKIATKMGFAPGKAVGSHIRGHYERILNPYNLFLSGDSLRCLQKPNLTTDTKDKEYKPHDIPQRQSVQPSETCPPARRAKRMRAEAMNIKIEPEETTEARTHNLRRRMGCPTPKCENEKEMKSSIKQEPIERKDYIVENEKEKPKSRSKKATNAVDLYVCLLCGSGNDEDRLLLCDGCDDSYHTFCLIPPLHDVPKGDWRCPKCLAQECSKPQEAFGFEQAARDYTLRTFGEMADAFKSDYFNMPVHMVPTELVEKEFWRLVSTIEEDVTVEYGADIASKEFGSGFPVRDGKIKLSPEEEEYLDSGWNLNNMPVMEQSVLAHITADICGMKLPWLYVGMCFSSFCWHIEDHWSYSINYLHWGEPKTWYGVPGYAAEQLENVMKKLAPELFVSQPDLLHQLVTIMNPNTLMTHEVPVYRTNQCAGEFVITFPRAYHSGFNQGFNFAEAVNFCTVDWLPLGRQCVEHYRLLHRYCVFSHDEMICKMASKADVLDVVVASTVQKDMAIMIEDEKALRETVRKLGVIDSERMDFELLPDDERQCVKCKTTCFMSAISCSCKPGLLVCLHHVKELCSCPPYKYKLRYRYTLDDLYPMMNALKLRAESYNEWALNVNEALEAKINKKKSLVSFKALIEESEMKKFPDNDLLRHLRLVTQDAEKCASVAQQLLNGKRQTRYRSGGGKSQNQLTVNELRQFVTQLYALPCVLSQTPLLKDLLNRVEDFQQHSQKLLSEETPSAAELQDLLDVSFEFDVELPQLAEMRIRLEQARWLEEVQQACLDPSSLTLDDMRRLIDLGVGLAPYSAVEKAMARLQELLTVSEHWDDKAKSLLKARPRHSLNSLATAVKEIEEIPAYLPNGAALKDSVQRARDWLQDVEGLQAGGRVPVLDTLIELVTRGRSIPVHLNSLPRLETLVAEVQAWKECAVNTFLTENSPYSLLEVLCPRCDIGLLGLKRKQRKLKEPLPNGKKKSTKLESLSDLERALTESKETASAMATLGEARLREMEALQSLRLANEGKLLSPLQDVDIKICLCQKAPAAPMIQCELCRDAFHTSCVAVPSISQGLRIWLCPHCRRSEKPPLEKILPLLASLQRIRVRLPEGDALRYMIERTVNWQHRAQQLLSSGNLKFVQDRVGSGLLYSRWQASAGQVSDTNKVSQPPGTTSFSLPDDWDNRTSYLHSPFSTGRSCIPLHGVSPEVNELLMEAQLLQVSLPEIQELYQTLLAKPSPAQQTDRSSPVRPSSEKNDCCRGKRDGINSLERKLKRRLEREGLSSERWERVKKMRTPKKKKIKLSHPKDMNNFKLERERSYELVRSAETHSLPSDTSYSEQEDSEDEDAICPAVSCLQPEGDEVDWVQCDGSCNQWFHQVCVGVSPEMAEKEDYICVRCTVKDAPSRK
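qHTS format, multiple compound concentrations. Buffer 50 mM HEPES pH 7.5/0.01% Tween-20; 200 nM KDM5BΔAP final; 10 min compound preincubation; substrate-mix levels 12.5 µM peptide, 25 µM α-KG, 0.25 mM NAD⁺; 30 min RT; ΔRFU.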
Starred values were filed as active, the others as inactive; ? = inconclusive; & = joins results of further samples; [ ] = remark or other dose. Potency is the fitted concentration of half-maximal effect. A portion of the library, so the mix of outcomes need not match the whole.

SMILES | KDM5B inh
Cc1cc(C(=O)N2CC(F)(F)C[C@H]2c2nnc(C)o2)on1 | -11%
CCOc1cccc(-c2nnc3n2N=C(c2ccc4ccccc4c2)CS3)c1 | -10%
COc1ccc(C(=O)ON=C2c3ccccc3-c3ccccc32)cc1 | 26%
N#Cc1ccc(Oc2ccc(C(=O)OCC(=O)c3ccccc3)cc2)cc1 | 20%
CN1CCN(C(=O)c2ccc3c(c2)OCCO3)CC1=O | -9%
c1ccc(CC2=NOC3(CCCN(Cc4ccns4)C3)C2)cc1 (stereo not given) | -21%[86.2 µM]
Cn1cnnc1CC1CCCN(C(=O)C2CCCC2)C1 (stereo not given) | 22%
COC(=O)[C@@H]1C[C@H](NC(=O)c2ccc(Oc3ccccc3)cc2)CN1C | -3%
Cc1cccc(C(=O)N2CCCCCCNC(=O)[C@@H]3CCCC[C@@H]32)c1 | 14%
Cn1cc(CN2CCOC[C@H](Oc3ccc(S(C)(=O)=O)cc3)C2)c2ccccc21 | -1%[86.2 µM]
O=C(CSc1ncnc2ccccc12)Nc1cccc2ccccc12 | -4%
Cc1ccsc1C(=O)N1CCC2(CCCCO2)CC1 | 1%
CN(C)c1cc(CNC(=O)C2COc3ccccc3O2)ccn1 (stereo not given) | ?
COc1ccc(-c2nc(CNC(=O)Nc3ccccc3OC)c(C)o2)cc1 | 5%
CC(=O)NCC(=O)N1CC(F)(F)C[C@H]1c1nc(-c2ccccc2)no1 | 3%
Cc1ccccc1CC1S/C(=N/N=C/c2ccco2)NC1=O (stereo not given) | -9%
O=C(O)CCCC(=O)N1Cc2ccccc2CC2(CCCN(Cc3ccccc3)C2)C1 (stereo not given) | 32%[115 µM]
Cc1nc(-c2cccc(Cl)c2)n(Cc2cccc(F)c2)c(=O)c1CCO | -2%
Cc1cc(C)n2nc(C(=O)N3CCCC4(CNC(=O)O4)C3)cc2n1 (stereo not given) | 25µM*
Cc1cc(C(=O)Nc2cccc(-c3nnc4n3CCCC4)c2)n[nH]1 | -11%
Cn1nc(-c2ccc(N3CCOCC3)c([N+](=O)[O-])c2)c2ccccc2c1=O | -2%
COC(=O)c1cccc(NC(=S)N[C@H]2CO[C@H]3[C@@H]2OC[C@@H]3n2nnnc2Oc2cccc(N3CCOCC3)c2)c1 | -19%
CCN1C(=O)CCN(S(=O)(=O)c2ccccc2)CC12CCOCC2 | 34%
CN(C(=O)CSc1nc2nc[nH]c2c(=O)[nH]1)c1ccc(F)cc1 | 10%
COCc1nc(C2CCOCC2)nn1CC1COCCO1 (stereo not given) | -13%
CCn1c(SCC(=O)NNC(=O)c2ccc(C)cc2)nnc1C1CC1 | -3%
Cc1ccc2c(c1)-c1onc(C(=O)N(C)c3ccc(F)cc3)c1CO2 | 7%
COc1ccccc1-c1cc(C(=O)N/N=C/c2ccoc2)c2ccccc2n1 | ?
Cc1nc(-c2ccc(OC3CCN(C(=O)NC4CCCCC4)C3)cc2)no1 (stereo not given) | 7%
CCn1c(CN2CCC(C)CC2)nc2cc(NC(=O)c3cccc([N+](=O)[O-])c3)ccc21 | 9%
Cc1ccc(-n2nc(C)c([C@@H]3C=C[C@@H](NC(=O)COCC(=O)O)C3)c2C)cc1Cl | -12%[86.2 µM]
Cc1noc(-c2cn(C3CCN(C(=O)c4cccc(N(C)C)c4)CC3)nn2)n1 | 14%
[O-]/[N+](=C\c1ccco1)c1ccccc1 | ?
COc1ccccc1CNC(=O)c1csc(NCc2ccccc2)n1 | -11%
Cc1ccccc1NCc1cc2ccccc2[nH]c1=O | -8%
CCOc1cc(=O)n2c(c1C(=O)NCc1ccccc1Cl)CCCCC2 | -14%
Cc1ccc(C(=O)NCC(=O)N(C)CC(=O)Nc2c(Cl)cccc2Cl)s1 | -11%
Cc1nc(C(C)C)sc1C(=O)N1CCCC(OCc2ccccn2)C1 (stereo not given) | -15%
O=c1[nH]oc2cc(Cl)ccc12 | 10%
Cc1cccc(CS(=O)(=O)N2CCC(C(=O)N3CCN(c4ccccc4F)CC3)CC2)c1 | -2%
Cc1cc(NC(=O)N2CCCC(Cn3c(C)nc4cccnc43)C2)ccc1Br (stereo not given) | -34%
Cc1ccc(-n2c(=O)c3ccc(C(=O)NCc4ccccc4Cl)cc3n(CC(=O)Nc3ccc(C)cc3C)c2=O)cc1 | 15%
O=c1[nH]ccn1C1CCN(Cc2ccccc2C(F)(F)F)CC1 | -21%[86.2 µM]
Cc1nc(-c2cn(C3CCCN(C(=O)c4ccc(F)c(Cl)c4)C3)nn2)no1 (stereo not given) | 13%
Cc1nc2scc(C)n2c(=O)c1S(=O)(=O)Nc1ccc(N2CCOCC2)c(Cl)c1 | ?
O=C(O)c1ccc(CNCc2c(Cl)cccc2Cl)cc1 | 9%
CNc1cccnc1OC1CCN(S(=O)(=O)c2ccc3c(c2)CCC3)C1 (stereo not given) | -21%
COc1ccccc1N1CCN(S(=O)(=O)c2ccc3[nH]c4c(c3c2)CCCC4)CC1 | ?
CN(CC(=O)N1CCC(Cc2nc(C3CCOCC3)no2)CC1)S(=O)(=O)c1cnc[nH]1 | ?
O=C(NCc1nnc2ccc(-c3ccc(Cl)cc3)nn12)c1cccc2[nH]ccc12 | -20%
CC(=O)Oc1ccc(-c2nc(-c3cccc(Br)c3)no2)cc1 | 25%
O=C(c1ccc(-c2ccc(O)cc2)cc1)N1CCOC2(CNCCOC2)C1 (stereo not given) | ?
CCn1cc(S(=O)(=O)NC2CCN(C(=O)N3CC4CC(C3)[C@H]3CCCC(=O)N3C4)CC2)cn1 (stereo not given in full) | 9%
Cc1cc(=O)n2[nH]c(CC(=O)N3CC[C@@](O)(C4CCOCC4)[C@H](C)C3)nc2n1 | 7%
O=C(Nc1ccccc1)N1CCCC(c2nc(C3CCOCC3)no2)C1 (stereo not given) | -21%
CN1CCN(C)c2cc(-c3ccc(N4CCOCC4)cc3)ncc2C1 | 40µM*
Cc1ccc(CN(Cc2ccco2)C(=O)c2oc3cc(Br)ccc3c2C)cc1 | -21%
CC(=O)Nc1c(C)noc1/C=C\c1ccc(C)c(S(=O)(=O)Nc2c(C)cccc2C)c1 | ?
Cc1nnc(-c2cc(-c3cnn(C)c3)ccn2)n1C1CCCCC1 | -8%[86.2 µM]
CCn1c2c(c(=O)n1Cc1ccccc1)CCN(C(=O)c1ncccn1)C2 | 5%[86.2 µM]
The list goes on.
SMILES | KDM5B inh
COc1ccc2c(CNCCc3cccs3)c(C(=O)O)n(Cc3ccc(F)cc3Cl)c2c1 | ?
CN(C)C(=O)N1CCCn2nc(CNC(=O)Nc3cccc(C#N)c3)cc2C1 | -15%
CC(C)CNc1oc(COc2ccc(F)cc2)nc1C#N | -9%
Cc1csc(Nc2ccc3c(n2)CN(C)C(=O)CO3)n1 | -11%[115 µM]
CCCCC(=O)N(C)CC1CCOC1 (stereo not given) | 20%
CC1CC(NC(=O)CCC2CCCCC2)CC(C)(C)C1 (stereo not given) | 23%
CC1=CC(=O)C(C(=O)/C=C/c2ccc(OCCC(C)C)cc2)C(=O)O1 (stereo not given) | -4%
CNc1ncc(C(=O)N[C@@H]2COCC[C@@H]2OCc2c(C)noc2C)cn1 | 28µM*
CC(C)c1ccc(NC(=O)/C=C/c2c(F)cccc2Cl)cc1 | -25%
CC1CN(C(=O)Cc2n[nH]c(=O)c3ccccc23)CCO1 (stereo not given) | -2%
COc1ccc(-n2cc(CN3CCCC(O)C3)c(-c3cccc(F)c3)n2)cc1 (stereo not given) | 22µM*
Cc1cccc(C)c1Oc1ncccc1CNC(=O)CC1CCC(=O)N1 (stereo not given) | 22%
Fc1ccc2c(c1)nc1n2[C@@H](CNCc2c[nH]c3ccccc23)COC1 | -20%[86.2 µM]
CCOc1ccccc1NC(=O)N1CCC2(CC1)Oc1ccccc1C(=O)N2Cc1ccccc1F | 4%&-12%
COc1ccccc1CNC(=O)CCC1CCN(S(=O)(=O)c2ccccc2)CC1 | -12%
O=C(O)c1ccccc1NC(=O)c1cc(-c2ccccc2)nc2ccccc12 | -3%
O=C(NCCC1CCCO1)c1cc(-c2ccccc2)nc2ccccc12 (stereo not given) | ?
NC(=O)c1cccc(CN2CCCC23Cc2ccccc2N(C(=O)c2ccc(Cl)cc2)C3)c1 (stereo not given) | 79µM*
O=c1c2c(-c3cccs3)csc2nc(CN2CCOCC2)n1CCOc1ccc(F)cc1 | ?
Cc1cnc(CCNS(=O)(=O)c2cn(C)cn2)n1C1CCC1 | ?
COc1ccc(NC(=O)N2C[C@@H](F)C[C@H]2C(=O)N2CCCCC2)c(OC)c1 | 5%
N#Cc1ccc(COc2ccc(Cl)cc2Br)cc1 | 17%
Cc1ccc(NC(=O)N(CCC#N)Cc2ccccc2)cc1 | 25%
NC(=O)CN1C(=O)[C@@H]2CN(S(=O)(=O)c3ccc(F)cc3)CCN2C1=O | -17%[86.2 µM]
O=C1CS(=O)(=O)C2(C(=O)N(Cc3ccc(F)cc3)c3ccccc32)N1c1cccc(C(F)(F)F)c1 (stereo not given) | -5%
COc1ccc(-c2c(NC(=O)c3ccco3)oc3ccc(Cl)cc3c2=O)cc1 | -2%
CCc1nnc2c(N3CCN(c4cc(Cl)ccc4C)CC3)nc3ccccc3n12 | 3%
Cc1ccccc1NC(NC(=O)C(C)C)C(Cl)(Cl)Cl (stereo not given) | 14%
COc1cc(C2c3c(-c4c(C)cc(C)cc4O)n[nH]c3C(=O)N2Cc2ccco2)cc(OC)c1OC (stereo not given) | ?
O=C(CCNS(=O)(=O)c1ccc2c(c1)CCCC(=O)N2)Nc1cccc(Cl)c1 | ?
CCCCn1nc(C(=O)Nc2cccc(C(F)(F)F)c2)c2ccccc2c1=O | -17%
CC1=C(C(=O)Nc2ccccc2)C(c2cc(Br)ccc2F)n2ncc(C(=O)Nc3ccccc3)c2N1 (stereo not given) | ?
COc1cc(NC(=O)Cn2c(C)nc3c(sc4cccc(F)c43)c2=O)cc(OC)c1OC | 1%
CC(C)c1ccc(OCCNC(=O)Cc2c[nH]c3ccccc23)cc1 | -9%
CCCCCn1nc(C(=O)Nc2cc(OC)c(OC)cc2C)c2ccccc2c1=O | 5%
CC(C)C(NC(=O)/C=C/c1ccc(Cl)cc1)C(C)C | 15%
O=[S+]1([O-])NCC2(CCN(Cc3c(F)cccc3F)C2)Oc2ccncc21 (stereo not given) | 14%[115 µM]
O=C(c1cn[nH]c1-c1ccc(F)cc1)N1CC2CC(C1)[C@H]1CCCC(=O)N1C2 (stereo not given in full) | 1%
Cc1nc(-c2c3n(c(=O)n(Cc4cccc(Cl)c4)c2=O)CCCCC3)no1 | 0%
COc1ccccc1C(=O)N/N=C1/NC(=O)CC(C(=O)Nc2ccccc2)S1 (stereo not given) | -11%
CC(C)(C)C(=O)N1CCOC[C@H]1c1ncc(-c2ccc(OC(F)(F)F)cc2)[nH]1 | 8%[86.2 µM]
COCCOC1CCN(C(=O)Cc2cccc(OC)c2)CC1 | -8%
CCc1ccc2oc(C(=O)NCc3ccc(C)cc3)cc(=O)c2c1 | 18%
COc1ccnc(N2C[C@@H]3OCC(=O)N(CC4CC4)[C@@H]3C2)n1 | ?
CNC(=O)C1CCC(Cn2c(=O)c3sccc3n(Cc3ccc(F)cc3)c2=O)CC1 (stereo not given) | 13%

Some of the entries so far, with tabs.
SMILES	KDM5B inh
Cc1cc(C(=O)N2CC(F)(F)C[C@H]2c2nnc(C)o2)on1	-11%
CCOc1cccc(-c2nnc3n2N=C(c2ccc4ccccc4c2)CS3)c1	-10%
COc1ccc(C(=O)ON=C2c3ccccc3-c3ccccc32)cc1	26%
N#Cc1ccc(Oc2ccc(C(=O)OCC(=O)c3ccccc3)cc2)cc1	20%
CN1CCN(C(=O)c2ccc3c(c2)OCCO3)CC1=O	-9%
c1ccc(CC2=NOC3(CCCN(Cc4ccns4)C3)C2)cc1 (stereo not given)	-21%[86.2 µM]
Cn1cnnc1CC1CCCN(C(=O)C2CCCC2)C1 (stereo not given)	22%
COC(=O)[C@@H]1C[C@H](NC(=O)c2ccc(Oc3ccccc3)cc2)CN1C	-3%
Cc1cccc(C(=O)N2CCCCCCNC(=O)[C@@H]3CCCC[C@@H]32)c1	14%
Cn1cc(CN2CCOC[C@H](Oc3ccc(S(C)(=O)=O)cc3)C2)c2ccccc21	-1%[86.2 µM]
O=C(CSc1ncnc2ccccc12)Nc1cccc2ccccc12	-4%
Cc1ccsc1C(=O)N1CCC2(CCCCO2)CC1	1%
CN(C)c1cc(CNC(=O)C2COc3ccccc3O2)ccn1 (stereo not given)	?
COc1ccc(-c2nc(CNC(=O)Nc3ccccc3OC)c(C)o2)cc1	5%
CC(=O)NCC(=O)N1CC(F)(F)C[C@H]1c1nc(-c2ccccc2)no1	3%
Cc1ccccc1CC1S/C(=N/N=C/c2ccco2)NC1=O (stereo not given)	-9%

The listing continues.
SMILES | KDM5B inh
Cc1ccc(C(=NC(=O)c2cccs2)c2ccccc2)cc1 | 20%
Cc1ccc(-c2cc(C(=O)N3CCC4(CC(=O)NC4=O)C3)n[nH]2)o1 (stereo not given) | -8%
Cc1cc(C(=O)N[C@@H]2CCOC[C@H]2OCC(=O)O)sc1-c1ccccc1 | 25µM*
Cc1ccc(COC(=O)Cc2coc3cc(O)ccc23)cc1 | -9%
CC(=O)N[C@@H]1C=C[C@@H](c2c(C)nn(-c3ccc(C(F)(F)F)cc3)c2C)C1 | -3%[86.2 µM]

Source: PubChem
